TcdB GH inh: inhibitors of Clostridioides difficile toxin B glycohydrolase. P18177. TcdB glycohydrolase enzymatic assay, plate reader. inhibition, % at 9.99 µM. 350,000 compounds, 0.24% hits; in the data active = inhibition above about 10%
BH1578 lux ind: quorum light induction in luxS cqsA deficient V. cholerae | V. cholerae BH1578 lux reporter, luminescence, 6 h | activation, % at 18.7 µM | 350,000 compounds, 0.16% hits | AID 588436; in the data active = activation mostly above about 9.7%, no sharp cut-off; inconclusive = no clear call, values can overlap the other calls; inactive = mostly below about 3.7%; note: not every result past the cut was called active; inactives centre near 0; reference of the scale not given here
CCHFV vOTU inh: CCHFV vOTU protease inhibition; 370,000 compounds, 0.55% hits; AID 651958; inhibition, % at 11.5 µM; Pep-AMC fluorescence; in the data active = inhibition above about 30%; note: 0% = vehicle wells with enzyme and 100% = no enzyme wells
3CLpro inhibitor: SARS-CoV 3CLpro protease inhibition; recombinant SARS-CoV 3CLpro, quenched FRET peptide cleavage; 290,000 compounds, 0.14% hits; P0C6X7; inhibition, % at 6 µM; in the data active = inhibition above about 12%
Yp Topo-I inh: Y. pestis Topo-I inhibition via cleavage products | Y. pestis Topo-I cleavage product accumulation, plate reader | activity, % at 10 µM | 360,000 compounds, 0.064% hits | AID 504884; in the data active = activity above about 50%, passing the limit was not always enough; inconclusive = no clear call, values can overlap the other calls; note: inactives centre near 2
DUSP3 inh: blocks human VHR1 dual specificity phosphatase; P51452; recombinant VHR phosphatase, pNPP absorbance; inhibition, % at 13.3 µM; 290,000 compounds, 0.52% hits; AID 1654; in the data active = inhibition above about 50%; note: some compounds called inactive have numbers as strong as hits
Target sequence (P51452 whole entry, looked up): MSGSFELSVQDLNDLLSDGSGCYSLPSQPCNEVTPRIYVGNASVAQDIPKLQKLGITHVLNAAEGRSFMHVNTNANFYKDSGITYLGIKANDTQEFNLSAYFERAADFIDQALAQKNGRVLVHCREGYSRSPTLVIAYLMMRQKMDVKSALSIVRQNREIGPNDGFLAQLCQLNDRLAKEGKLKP
PfHsp40 rescue: restores yeast growth despite PfHsp40 toxicity; S. cerevisiae expressing PfHsp40, growth rescue, ATP luminescence; growth rescue, % at 12.5 µM; 340,000 compounds, 0.68% hits; AID 504582; in the data active = growth rescue above about 28%, passing the limit was not always enough; inconclusive = no clear call, values can overlap the other calls;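 note: yeast W303a lacking pdr1 and pdr3 grown in galactose medium; growth measured after three days at 30 °C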
SSB-PriA inh: blocks PriA binding to SSB C-terminal tail. 430,000 compounds, 0.6% hits. AlphaScreen SSBct-PriA binding, biotinylated peptide. AID 1272365. inhibition, % at 33 µM; in the data active = inhibition mostly above about 37%, no sharp cut-off; inactive = mostly below about 20%;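 note: plate controls were negative control peptide for no effect and reference peptide for full effect; strong numbers were not always called active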
Anthrax LF prot: anthrax lethal factor protease inhibition; P15917; 360,000 compounds, 0.12% hits; inhibition, % at 10 µM; multiplex microsphere protease cleavage assay, LF; note: plate controls were buffer without enzyme for full effect and enzyme alone for no effect
Target sequence (P15917 whole entry, looked up): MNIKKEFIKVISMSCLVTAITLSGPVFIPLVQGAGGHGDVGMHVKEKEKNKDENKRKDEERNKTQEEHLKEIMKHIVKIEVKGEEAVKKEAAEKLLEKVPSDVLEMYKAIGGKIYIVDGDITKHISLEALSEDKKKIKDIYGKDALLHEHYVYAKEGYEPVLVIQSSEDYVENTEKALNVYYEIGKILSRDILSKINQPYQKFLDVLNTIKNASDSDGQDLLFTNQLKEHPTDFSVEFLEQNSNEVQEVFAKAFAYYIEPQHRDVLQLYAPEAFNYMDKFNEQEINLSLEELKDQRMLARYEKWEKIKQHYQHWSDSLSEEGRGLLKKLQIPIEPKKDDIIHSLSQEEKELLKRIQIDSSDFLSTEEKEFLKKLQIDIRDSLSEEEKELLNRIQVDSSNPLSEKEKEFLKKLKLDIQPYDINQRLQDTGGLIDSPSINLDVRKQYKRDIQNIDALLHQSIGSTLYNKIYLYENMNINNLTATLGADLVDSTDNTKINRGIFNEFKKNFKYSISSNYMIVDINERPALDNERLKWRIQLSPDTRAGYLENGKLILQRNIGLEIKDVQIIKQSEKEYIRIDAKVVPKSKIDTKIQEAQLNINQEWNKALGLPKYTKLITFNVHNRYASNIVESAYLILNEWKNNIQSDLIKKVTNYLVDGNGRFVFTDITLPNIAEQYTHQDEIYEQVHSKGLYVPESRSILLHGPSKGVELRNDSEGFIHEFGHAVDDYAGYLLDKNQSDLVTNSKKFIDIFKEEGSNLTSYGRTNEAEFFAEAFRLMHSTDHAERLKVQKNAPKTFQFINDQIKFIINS
BoNT A protease: inhibitors of Botulinum neurotoxin A light chain protease. multiplex microsphere protease substrate cleavage, flow cytometry. inhibition, % at 10 µM. 360,000 compounds, 0.17% hits. AID 588499; note: plate controls were buffer without enzyme for full effect and enzyme alone for no effect
Active calls of the source: *; i = inactive; u = inconclusive; x = no result given; & = joins results of further samples. Cut-off read from the data, not from the text of the source, unless noted: active = inhibition above about 30%; inconclusive = no clear call, values can overlap the other calls; inactive = below that. Only part of the results is shown. The share of hits here may be higher or lower than overall.

SMILES | TcdB GH inh | BH1578 lux ind | CCHFV vOTU inh | 3CLpro inhibitor | Yp Topo-I inh | DUSP3 inh | PfHsp40 rescue | SSB-PriA inh | Anthrax LF prot | BoNT A protease
Cc1ccc2nc(NNC(=O)c3ccc4c(c3)OCCO4)sc2c1 | -11 | -0.1 | -6 | 2 | 8 | -7 | -1.1 | 4 | -3 | -1.1
COC(=O)N/N=C/c1cc(N=Nc2ccccc2)ccc1O | 1.6 | -0.2 | -6 | 9 | 3 | 8 | 0.5 | x | -1 | 0.7
CC1(C)C(=O)Nc2ccccc2N1C(=O)COC(=O)C1CCCCC1 | x | 0.7 | 12 | 4 | 10 | 19 | 0.8 | 7 | 3 | 1.2
COc1ccc(-c2ccnc(SCC(=O)Nc3ccccn3)n2)cc1 | x | -1.2 | 8 | 4 | -3 | 40 | 0.3 | -16 | 1 | -0.5
CC1CCCCC12NC(=O)N(CC(=O)Nc1ccc3c(c1)OCO3)C2=O (stereo unspecified) | 0.3 | 0.5 | 4 | x | 1 | x | x | x | 1 | -0.4
CC(=O)N1CCN(C(=O)c2cc3c(s2)CCC(C)C3)CC1 (stereo unspecified) | 1.9 | i | 4 | x | -2 | x | 1.7 | -3 | 0 | -2.0
Fc1ccc(C2=NOC(c3nnc(-c4ccccc4)o3)C2)cc1 (stereo unspecified) | -4.2 | i | 15 | x | 7 | -21 | 1.6 | -11 | -3 | 0.3
CNC(=S)N/N=C/c1c(Cl)cccc1Cl | 0.6 | i | -4 | -4 | -1 | -14 | 0.3 | x | -2 | -0.3
CC(C)=CCc1cc(-c2oc3cc(O)cc(O)c3c(=O)c2O)ccc1O | 0.6 | -0.3 | 4 | x | -1 | x | 3.7 | 27 | -14 | 0.4
O=C(NCCn1cccn1)C1CCC(=O)N(CCc2cccc(F)c2)C1 (stereo unspecified) | 0.2 | i | -13 | 2 | 7 | -2 | 2.1 | -2 | 3 | -1.2
COc1ccc(C(=O)N/N=C(\CCC(=O)O)c2ccc(C(C)(C)C)cc2)cc1OC | 0.3 | -0.3 | 11 | 4 | -2 | -4 | 1.4 | x | -3 | -0.3
COCCNC(=O)c1cccc(C)c1[N+](=O)[O-] | 1.7 | i | -12 | -3 | 1 | -4 | -0.5 | -1 | 0 | -0.1
COc1cccc(CNC(=O)c2nnn(CC(=O)Nc3cc(C)ccc3C)c2N)c1 | 1.7 | -2.4 | 9 | -4 | 2 | -2 | 0.5 | -1 | -2 | 0.6
COc1cccc(-c2cc(C(=O)Nc3nc4ccccc4s3)c3ccccc3n2)c1 | x | -0.2 | -12 | 1 | -2 | 10 | 0.1 | 2 | -10 | -2.6
CC(C)(C)NC(=O)CSc1nc2[nH]ncc2c(=O)[nH]1 | 0.0 | i | 3 | 0 | 3 | 12 | 1.0 | -5 | -4 | -0.5
O=C(c1ccccc1)n1ccn(-c2ccccc2)c1=S | x | 3.1 | 8 | -1 | 12 | 22 | -0.2 | -22 | 1 | u
CCc1noc(C)c1C(=O)N1CCCC(C(=O)c2cc(F)ccc2F)C1 (stereo unspecified) | 1.1 | 0.0 | -7 | 2 | -1 | 22 | 0.2 | 1 | 1 | -0.5
Cn1c(O)c(C=NCCOc2ccc(Cl)cc2)c(=O)n(C)c1=O | x | x | 4 | 2 | 3 | 14 | 0.3 | -6 | 5 | 0.5
Brc1ccc(CSc2nnc(-c3cccnc3)o2)cc1 | -0.9 | -0.2 | -1 | 0 | 4 | 16 | -0.4 | -10 | 1 | -1.1
CC(=O)N1N=C(c2ccc(C(C)(C)C)cc2)OC1(C)C | 1.2 | i | 2 | 3 | -2 | 9 | 0.4 | -15 | -1 | -0.2
O=C(CSc1ccc2nnc(-c3cccnc3)n2n1)NCc1ccco1 | 0.6 | x | 1 | 2 | 3 | 23 | 1.2 | -7&-2 | 0 | -0.2
CN(C(=O)COC(=O)CNC(=O)C1CCCCC1)c1ccccc1 | -0.6 | 2.1 | 2 | x | 7 | x | -0.8 | 6 | -2 | 1.6
O=C(NC1CC2CCC(C1)N2Cc1ccccc1)c1cccc(F)c1 (stereo unspecified) | 1.1 | 0.9 | -6 | 0 | -1 | 11 | -1.4 | -10 | -9 | 0.5
CC1=C(C(=O)OC2CCCCC2)C(c2ccc(F)cc2)NC(=O)N1 (stereo unspecified) | -2.9 | 1.2 | 6 | 1 | -1 | 5 | 1.0 | 0 | 0 | 1.7
Fc1ccc(C(c2nnnn2Cc2ccccc2)N2CCSCC2)cc1 (stereo unspecified) | -0.2 | -0.5 | 6 | -1 | 23 | 4 | -0.4 | -4 | -2 | -0.2
Remaining list, next part
SMILES | TcdB GH inh | BH1578 lux ind | CCHFV vOTU inh | 3CLpro inhibitor | Yp Topo-I inh | DUSP3 inh | PfHsp40 rescue | SSB-PriA inh | Anthrax LF prot | BoNT A protease
CCN=C1S/C(=C\c2cc(Br)c(O)c(OC)c2)C(=O)N1CC | -2.6 | 13 | 3 | 6 | -1 | 7 | -0.2 | -1 | -5 | -0.2
COC(=O)c1cccc(N(CC(=O)NC2CCCC2)C(=O)CNC(=O)c2cccs2)c1 | 1.0 | -1.5 | -17 | -4 | 8 | 3 | 2.0 | 9 | 0 | -1.4
CC(C)Oc1ccc(CNC(=O)C2CCCN(S(=O)(=O)N3CCOCC3)C2)cc1 (stereo unspecified) | 0.5 | -0.3 | -15 | 2 | -4 | -4 | -0.1 | -8 | 0 | 2.1
Cn1c(=O)c(C(=O)COC(=O)c2cc(C(F)(F)F)nc3c(C(F)(F)F)cccc23)c(N)n(CC2CC2)c1=O | -0.4 | x | -5 | 1 | x | 8 | x | x | x | x
CN(Cc1ccccc1)C(=S)NC(=O)C1CCCCC1 | 1.7 | -0.3 | -3 | -1 | -1 | -4 | 0.0 | 4 | -4 | -1.2
Cc1csc(NC(=O)Cc2ccc(F)cc2)n1 | 1.6 | -0.9 | 2 | 6 | 2 | 43 | -0.5 | -6 | -4 | 5.2
CSc1ccc(/C=N/n2nnnc2N)cc1 | x | -6.2 | -20 | -1 | 2 | -16 | 0.6 | x | -1 | 0.6
Cc1cccc(OCC(=O)NCC(=O)N/N=C/c2cc(Br)cc(Br)c2O)c1 | 0.0 | 0.0 | 25 | 11 | 0 | 12 | 0.4 | x | 0 | 1.3
O=C(N/N=C/c1ccc([N+](=O)[O-])o1)c1cc(-c2ccncc2)nc2ccccc12 | x | -0.2 | 7 | 5 | -2 | 32 | -2.0 | x | -2 | -0.7
CCc1nnc(NS(=O)(=O)c2ccc(NS(=O)(=O)c3ccccc3[N+](=O)[O-])cc2)s1 | -3.6 | -1.2 | -3 | -1 | 3 | -7 | -1.8 | -8 | 4 | 0.1
COc1cc(OC)cc(-c2c(C#Cc3ccsc3)c3cc(-c4cnc(OC)nc4)ccc3n2C)c1 | 1.3 | 0.6 | 26 | x | 1 | x | 1.0 | -19 | -4 | 0.9
CCOC(=O)[C@@H]1[C@H]2COc3cc(OC)ccc3[C@@H]2N2C(=O)N(c3cccc(C)c3)C(=O)[C@@]12C | 2.8 | -0.4 | 5 | 1 | -1 | 20 | -0.1 | 5 | 3 | -0.6
CCCCCCN1CCN(c2ccccc2Cl)CC1 | -0.6 | -0.2 | 1 | 0 | 11 | 2 | -0.4 | -2 | 1 | 0.0
CC1(C(=O)NCc2cccs2)Cc2c(-c3ccc(C(N)=O)cc3)ccnc2O1 (stereo unspecified) | -0.9 | -0.4 | -1 | x | 5 | x | x | x | -3 | -0.5
O=C(NNC(=O)c1ccc(Br)s1)c1ccc(F)c(S(=O)(=O)N2CCOCC2)c1 | 0.6 | i | -7 | x | 10 | x | -0.8 | -2 | -8 | -0.5
CC(C)(C)OC(=O)N1CC(O)CC1C(=O)OCC(=O)c1ccc(Cl)cc1 (stereo unspecified) | x | 5.0 | -9 | 1 | -7 | 10 | 0.0 | 2 | -4 | 6.9
COc1ccc(OCc2cnc(Cl)s2)cc1 | x | i | 6 | -7 | 3 | 13 | 1.0 | -16 | -5 | 0.1
CCC(C)[C@H](NC(=O)c1cc2cc(Cl)ccc2n1C)C(=O)N1CCC[C@H]1C(=O)O (stereo partly specified) | 1.5 | -0.4 | 6 | 0 | 5 | 24 | 1.9 | -8 | 2 | -0.7
COc1ccc(N(CC(=O)N2CCN(c3ccccc3F)CC2)S(=O)(=O)c2c(C)n[nH]c2C)cc1 | 0.1 | -4.2 | 6 | 8 | 3 | 10 | 1.1 | 1 | 1 | -0.6
CCn1c(COc2ccccc2)nnc1SCc1ccc(C#N)cc1 | x | 6.7 | 6 | 3 | 4 | 22 | -0.5 | -8 | 3 | -1.1
Cc1ccc(C)c(N2N=C(C(=O)OCC(=O)N(C)c3ccccc3)CCC2=O)c1 | 1.5 | i | 14 | x | 0 | x | 0.9 | -5 | x | x
CC(C)c1cc(Cn2c3ccccc3c(=O)n2C(C)C)on1 | 4.9 | x | -13 | x | x | x | x | x | -7 | -0.4
CCn1c2ccccc2n2c(=O)c(=O)n(CC(=O)Nc3ccc(C(C)C)cc3)nc12 | x | -0.8 | -9 | -3 | -5 | 2 | 1.0 | -9 | -7 | -1.0
Cc1nc2c(c(C)nn2-c2ccccc2)c(C)c1CCC(=O)Nc1ccc(CN2CCCC2)cc1 | 0.8 | -0.8 | -3 | -7 | -16 | 16 | -0.2 | 1 | 6 | -0.2
CC(C)Nc1nc(SCC(=O)Nc2ccccc2)nc(N2CCOCC2)n1 | x | -0.7 | 11 | -5 | 7 | -1 | -1.4 | -4 | -6 | 0.1
Additional records follow.
SMILES | TcdB GH inh | BH1578 lux ind | CCHFV vOTU inh | 3CLpro inhibitor | Yp Topo-I inh | DUSP3 inh | PfHsp40 rescue | SSB-PriA inh | Anthrax LF prot | BoNT A protease
CC(=O)Nc1cc2c(cc1C(=O)C(C)C)OCCO2 | x | -0.5 | 5 | 5 | 4 | 18 | 0.2 | -9 | -3 | -0.6
COc1ccc(NC(=O)c2cc(-c3cc(Cl)ccc3C)n[nH]2)c(OC)c1 | 1.7 | i | 9 | x | 7 | x | x | x | 0 | -0.2
CC(C(=O)N1CCN(Cc2ccccc2)CC1)n1ncn2cccc2c1=O (stereo unspecified) | -0.8 | -0.3 | -2 | -7 | 2 | -10 | 0.1 | 5 | -8 | 0.3
OCC1OC(n2ccc3c(NO)ncnc32)C(O)C1O (stereo unspecified) | 1.3 | i | -3 | x | -2 | x | 0.4 | x | -7 | 0.0
O=C(Nc1ccccc1O)c1csc2c1CCCC2 | 1.2 | i | 5 | 8 | 3 | 19 | 2.4 | 0 | -6 | 0.5
O=C(NCc1ccc2c(c1)OCO2)c1ccc(-c2ccc(Cl)cc2)o1 | x | -2.2 | 0 | 8 | 5 | 0 | 15 | -6 | 0 | -0.4
CCOc1ccc(NC(=O)NC2(C(=O)NCc3ccco3)CCCCC2)cc1 | 0.5 | -0.2 | -4 | -3 | 3 | 33 | 0.3 | -7 | -3 | -0.1
Cc1cc(C)cc(OCc2nnc(SCC(=O)OC3CCCCC3)o2)c1 | 0.4 | -0.1 | 2 | 2 | -2 | 1 | 0.3 | -9 | -14 | u
CC#CC(=O)N1CCC(CCC(=O)N(C)Cc2ccccc2)CC1 | 0.1 | -0.4 | -7 | -5 | -3 | 11 | -0.7 | -19 | -1 | -0.6

A different layout for part of the listing above:
The line under a structure holds: TcdB GH inh, BH1578 lux ind, CCHFV vOTU inh, 3CLpro inhibitor, Yp Topo-I inh, DUSP3 inh, PfHsp40 rescue, SSB-PriA inh, Anthrax LF prot, BoNT A protease
- CCc1noc(C)c1C(=O)N1CCCC(C(=O)c2cc(F)ccc2F)C1 (stereo unspecified)
→ 1.1, 0.0, -7, 2, -1, 22, 0.2, 1, 1, -0.5
- Cn1c(O)c(C=NCCOc2ccc(Cl)cc2)c(=O)n(C)c1=O
→ x, x, 4, 2, 3, 14, 0.3, -6, 5, 0.5
- Brc1ccc(CSc2nnc(-c3cccnc3)o2)cc1
→ -0.9, -0.2, -1, 0, 4, 16, -0.4, -10, 1, -1.1
- CC(=O)N1N=C(c2ccc(C(C)(C)C)cc2)OC1(C)C
→ 1.2, i, 2, 3, -2, 9, 0.4, -15, -1, -0.2

High-throughput results: PubChem BioAssay, several laboratories
